Growth percent in the NCI-60 one-dose screen (48 h, 10 µM unless noted): 100 = growth as untreated, 0 = no growth, -100 = all killed.
NCI-H23: NCI-H23 lung cancer; 4% of 80,000 active; AID 1794731
OVCAR-3: OVCAR-3 ovarian cancer; AID 1794787; 7% of 79,000 active
OVCAR-8: OVCAR-8 ovarian cancer; 4.4% of 81,000 active
NCI/ADR-RES: NCI/ADR-RES ovarian cells | 4.4% of 81,000 active | AID 1794790
SK-OV-3: SK-OV-3 ovarian cancer cells | 3.2% of 80,000 active | AID 1794785
OVCAR-5: OVCAR-5 ovarian cancer; 2.9% of 82,000 active
IGROV1: IGROV1 ovarian cancer; 4.7% of 79,000 active; AID 1794786
OVCAR-4: OVCAR-4 ovarian cancer cells | AID 1794784 | 3.7% of 80,000 active
NCI-H522: NCI-H522 lung cancer. AID 1794739. 8% of 78,000 active
An asterisk follows results filed as active; · = not tested or not shown. The calls were made as follows: active = growth percent below 10; inactive = the rest.

#1 C/C(=N\NC(=O)CSc1nc2ccccc2c(=O)n1CCc1ccc(S(N)(=O)=O)cc1)c1ccc(F)cc1
#2 O=C(/C=C/c1ccccc1)COC(=O)c1ccccc1
#3 CN(C)c1ccc(/C=C(\C#N)C(=O)c2ccccc2)cc1
#4 CCCCC(=O)OC1CCCCC1
#5 S=C1SCC(c2ccccc2)S1 (centres undefined)
#6 COc1ccc(-c2cc(=O)c3ccc4ccccc4c3o2)cc1OC
screen / no.,1,2,3,4,5,6
NCI-H23,87,104,108,95,113,·
OVCAR-3,97,108,96,117,121,91
OVCAR-8,60,102,99,103,103,41
NCI/ADR-RES,88,111,104,102,112,·
SK-OV-3,62,110,102,109,104,99
OVCAR-5,92,111,100,94,106,95
IGROV1,94,102,81,101,114,56
OVCAR-4,72,124,107,105,94,71
NCI-H522,53,97,70,88,131,34

#7 O=C1CC(c2ccccc2)Sc2ccccc2N1 (centres undefined)
#8 COc1ccc(-c2nc3ccccn3c2/C=C/C(=O)c2cc(OC)c(OC)c(OC)c2)cc1
#9 Cc1cccc2c1nc(-c1ccc(O)c(O)c1)n2Cc1c(F)cccc1F
#10 COc1cccc(/C=C\C(=O)/C=C/C=C/c2ccccc2)c1
#11 C=C(C)CN(CC(=C)C)C(=O)c1ccccc1
#12 O=C(Nc1ccc(F)cc1)c1cc2ccccc2cc1O
screen / no.,7,8,9,10,11,12
NCI-H23,100,45,89,99,101,62
OVCAR-3,109,51,76,112,105,85
OVCAR-8,·,31,77,97,105,83
NCI/ADR-RES,107,·,85,110,106,76
SK-OV-3,92,63,91,106,109,52
OVCAR-5,107,·,100,126,96,100
IGROV1,·,62,80,95,103,68
OVCAR-4,92,57,82,89,110,58
NCI-H522,·,27,62,67,94,57

Given tab-delimited: part of the list above
No.	Molecule	NCI-H23	OVCAR-3	OVCAR-8	NCI/ADR-RES	SK-OV-3	OVCAR-5	IGROV1	OVCAR-4	NCI-H522
11	C=C(C)CN(CC(=C)C)C(=O)c1ccccc1	101	105	105	106	109	96	103	110	94
9	Cc1cccc2c1nc(-c1ccc(O)c(O)c1)n2Cc1c(F)cccc1F	89	76	77	85	91	100	80	82	62
10	COc1cccc(/C=C\C(=O)/C=C/C=C/c2ccccc2)c1	99	112	97	110	106	126	95	89	67

More results.
#13 O=C(/C=C\C=C\c1ccccc1)c1ccc([N+](=O)[O-])cc1
#14 Cc1ccc(NCC(=O)Nn2c(COc3ccccc3)nc3ccccc3c2=O)cc1
#15 C/C(=C(/C#N)C(=O)O)c1ccccc1
#16 COc1cc(C2c3cc4c(cc3C(OC(=O)C[n+]3ccccc3)C3COC(=O)C23)OCO4)cc(OC)c1OC (centres undefined)
#17 OCCNc1nc(Nc2ccc(C3=NN(c4cc(Cl)cc(Cl)c4)C(c4ccc(F)cc4)C3)cc2)nc(N2CCOCC2)n1 (centres undefined)
#18 CCOC(=O)c1[nH]c(C)c(/C=N/O)c1C
screen / no.,13,14,15,16,17,18
NCI-H23,98,68,98,21,88,107
OVCAR-3,103,75,122,-58*,86,110
OVCAR-8,103,60,106,15,74,92
NCI/ADR-RES,101,73,109,-3.9*,79,114
SK-OV-3,107,53,105,33,·,103
OVCAR-5,100,92,109,54,96,106
IGROV1,91,82,106,17,88,98
OVCAR-4,100,25,106,41,62,109
NCI-H522,84,72,87,-23*,87,83

Record cards, as listed above. Order of values: NCI-H23	OVCAR-3	OVCAR-8	NCI/ADR-RES	SK-OV-3	OVCAR-5	IGROV1	OVCAR-4	NCI-H522
OCCNc1nc(Nc2ccc(C3=NN(c4cc(Cl)cc(Cl)c4)C(c4ccc(F)cc4)C3)cc2)nc(N2CCOCC2)n1 (centres undefined) reads 88	86	74	79	·	96	88	62	87
O=C(/C=C\C=C\c1ccccc1)c1ccc([N+](=O)[O-])cc1 reads 98	103	103	101	107	100	91	100	84
C/C(=C(/C#N)C(=O)O)c1ccccc1 reads 98	122	106	109	105	109	106	106	87
Cc1ccc(NCC(=O)Nn2c(COc3ccccc3)nc3ccccc3c2=O)cc1 reads 68	75	60	73	53	92	82	25	72

(continued)
#19 CCCCCCCCCCN1CC2CCCCC2C1 (centres undefined)
#20 COc1ccc(C(=O)C(C#N)c2cc(OC)c(OC)c(OC)c2)cc1 (centres undefined)
#21 O=C(O)c1cn(-c2ccccc2)nc1-c1ccc(O)cc1
#22 OC(CCCC(O)c1ccccc1)c1ccccc1 (centres undefined)
#23 NC(=O)SCC(=O)Nc1ccc(S(N)(=O)=O)cc1
#24 O=C1N[C@H](Cc2cnc[nH]2)C(=O)N2CCC[C@@H]12
screen / no.,19,20,21,22,23,24
NCI-H23,82,113,94,99,106,100
OVCAR-3,78,111,·,112,107,105
OVCAR-8,94,93,91,100,104,104
NCI/ADR-RES,84,108,101,104,105,107
SK-OV-3,84,105,92,95,108,98
OVCAR-5,66,106,101,105,·,109
IGROV1,90,110,111,105,112,104
OVCAR-4,49,102,92,112,106,112
NCI-H522,67,85,79,·,105,93

#25 C/C(O)=C(/N=Nc1ccccc1)C(=O)O
#26 O=C(O)c1ccc(-n2cc(C(c3oc(CO)cc(=O)c3O)c3oc(CO)cc(=O)c3O)c(-c3ccc(F)cc3)n2)cc1
#27 CC(C)OCc1cc(CN2CCN(c3cccc(Cl)c3)CC2)c(O)c2ncccc12
#28 COc1cc2c(cc1OC)C1=NN(C(=O)Nc3c(C)cccc3C)C(c3ccc(F)cc3)C1C2 (centres undefined)
#29 O=C(C(=O)N1CCCC1)c1cn(CCCn2cc(C(=O)C(=O)N3CCCC3)c3cc(Br)ccc32)c2ccc(Br)cc12
#30 CC1=NN(CC(=O)N/N=C/c2ccc(Cl)cc2)C(=O)CC1
#31 NS(=O)(=O)c1ccc(C(=O)N2N=C(c3ccccc3)CC2c2ccc3c(c2)OCO3)cc1 (centres undefined)
#32 Brc1ccc2c(c1)sc1nc(-c3c[nH]c4ccccc34)c(Nc3ccccc3)n12
screen / no.,25,26,27,28,29,30,31,32
NCI-H23,102,·,-45*,92,80,107,102,86
OVCAR-3,112,102,2.9*,90,60,109,·,97
OVCAR-8,107,102,-15*,59,60,101,97,98
NCI/ADR-RES,113,102,-27*,41,51,111,101,99
SK-OV-3,100,123,14,101,90,119,109,90
OVCAR-5,96,102,38,95,95,109,102,106
IGROV1,109,105,8.9*,78,68,106,108,89
OVCAR-4,108,106,16,92,5.4*,104,106,113
NCI-H522,99,89,-26*,56,62,93,96,89

High-throughput results as filed in PubChem BioAssay.
